Screens: PubChem BioAssay, several laboratories
CHRM4 PAM: CHRM4 positive allosteric modulation | P08173 | CHO-K1 hM4/Gqi5, Fluo-8 calcium fluorescence, ACh EC20; 0% = ACh EC20, 100% = maximal ACh | activation, % at 3 µM | 0.4% of 360,000 active | AID 624126;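 active = activation above its plate's cutoff, the mean activation of sample wells plus 3 SD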; note: some results filed as inactive read as strong as hits
Target sequence (P08173 whole entry, looked up): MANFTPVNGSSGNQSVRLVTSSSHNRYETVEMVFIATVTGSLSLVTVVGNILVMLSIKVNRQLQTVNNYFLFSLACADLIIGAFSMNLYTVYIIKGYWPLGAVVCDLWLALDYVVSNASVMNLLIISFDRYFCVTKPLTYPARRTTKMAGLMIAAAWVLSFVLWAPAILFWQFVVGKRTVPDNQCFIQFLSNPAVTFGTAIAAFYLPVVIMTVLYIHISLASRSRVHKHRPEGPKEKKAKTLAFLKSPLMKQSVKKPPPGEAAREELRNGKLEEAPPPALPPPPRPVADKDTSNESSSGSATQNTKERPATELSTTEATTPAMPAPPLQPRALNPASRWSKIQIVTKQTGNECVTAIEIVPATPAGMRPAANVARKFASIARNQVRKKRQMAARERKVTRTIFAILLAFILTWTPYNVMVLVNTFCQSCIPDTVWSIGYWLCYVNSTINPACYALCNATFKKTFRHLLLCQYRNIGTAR
M4 ag: CHRM4 agonism in calcium assay | P08173 | activation, % at 3 µM | 0.14% of 360,000 active | CHO-K1 hM4/Gqi5, Fluo-8 calcium fluorescence; vehicle 0%, full acetylcholine response 100%;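 active = activation above the run mean over all test wells plus 3 SD, cut at about 32% in these data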;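 note: peak over basal fluorescence ratio per well then scaled between controls; 0% = DMSO wells and 100% = acetylcholine at EC100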
CRFR2-BP antag: antagonists of CRF-binding protein/CRF-R2 receptor complex | HEK293 CRF-R2/CRF-BP, CRF-induced calcium fluorescence | inhibition, % at 11.8 µM | 0.59% of 350,000 active;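 active = inhibition of the ligand-induced calcium signal above about 50% at the single tested concentration, limit read from the data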
IDE cell inh: cellular human IDE inhibition; P14735; HEK cells, FAbetaB cleavage, fluorescence polarization; inhibition, % at 5.59 µM; 0.41% of 320,000 active;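 active = percent inhibition above the average of all tested compounds plus 3 SD, set per screening campaign, cut at about 16% in these data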;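 note: IDE supplied by intact live HEK cells; FP after avidin binding of uncleaved biotin substrate so inhibition keeps polarization high; 0% = DMSO wells and 100% = 60 µM reference IDE inhibitor Ii1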
M5 PAM: positive allosteric modulators of human muscarinic M5 receptor; activation, % at 3 µM; CHO-K1 hM5, Fluo-8 calcium, ACh EC20 PAM; 0% = ACh EC20, 100% = ACh EC100; P08912; 0.3% of 360,000 active;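 active = activation above the run cutoff, the mean activation of all test compounds plus 3 SD, cut at about 18% in these data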
Target sequence (P08912 whole entry, looked up): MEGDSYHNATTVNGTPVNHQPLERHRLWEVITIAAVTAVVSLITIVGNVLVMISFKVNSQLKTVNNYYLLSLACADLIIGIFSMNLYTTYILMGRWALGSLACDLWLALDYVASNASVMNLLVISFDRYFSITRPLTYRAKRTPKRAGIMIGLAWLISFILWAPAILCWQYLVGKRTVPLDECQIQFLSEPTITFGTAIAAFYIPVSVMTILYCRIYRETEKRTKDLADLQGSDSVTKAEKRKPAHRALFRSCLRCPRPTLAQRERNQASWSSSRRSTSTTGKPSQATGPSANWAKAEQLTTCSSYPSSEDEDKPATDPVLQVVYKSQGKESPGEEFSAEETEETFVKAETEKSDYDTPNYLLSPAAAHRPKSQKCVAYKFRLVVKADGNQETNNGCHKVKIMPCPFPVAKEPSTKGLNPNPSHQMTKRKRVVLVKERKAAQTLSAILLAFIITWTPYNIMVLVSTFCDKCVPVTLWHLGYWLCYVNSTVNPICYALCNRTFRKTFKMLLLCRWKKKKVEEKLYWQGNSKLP
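system = human M5 receptor in CHO-K1 cells | reagent = EC20 acetylcholine as agonist stimulus | compound dosing = single-point, 3 µM nominal | incubation = Fluo-8 loading 80 min at 37 °C plus 30 min room temperature | detection = Fluo-8 calcium dye fluorescence, kinetic read | benchmarks = low control EC20 acetylcholine (0%), high control EC100 acetylcholine (100%)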
CHRM4 antagonist: CHRM4 antagonism in calcium assay. AID 624125. P08173. inhibition, % at 3 µM. 0.73% of 360,000 active. CHO-hM4 cells, ACh EC80, Fluo-8 calcium fluorescence;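 active = inhibition above its plate's cutoff, the mean inhibition of sample wells plus 3 SD, cut at about 27% in these data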;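 note: 0% = acetylcholine EC80 with DMSO and 100% = DMSO without agonist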
M5 ag: agonists of human muscarinic M5 receptor (CHRM5) | CHO-K1 hM5 cells, Fluo-8 calcium fluorescence; 0% DMSO wells, 100% maximal acetylcholine response | activation, % at 3 µM | 0.19% of 360,000 active | AID 624037;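 active = activation above the run's mean over test compounds plus 3 SD, cut at about 23% in these data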;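 note: signal is peak over basal fluorescence ratio across the kinetic read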
CRFBP-R2 agonist: agonists of human CRF-binding protein/CRF-R2 receptor complex. HEK293 CRF-R2/CRF-BP, calcium dye fluorescence (FLIPR); percent of saturating CRF peptide response. activation, % at 13.2 µM. 0.46% of 350,000 active. AID 588473;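 active = activation of at least 50%, plus an integration ratio under a set limit after plate pattern correction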;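 note: plate controls were neutral control wells without compound for no effect and CRF at EC100 for full effect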
M5 antag: antagonists of human muscarinic M5 receptor (CHRM5); P08912; CHO-hM5 cells, Fluo-8 calcium fluorescence, ACh EC80; inhibition, % at 3 µM; 0.59% of 360,000 active; AID 624040;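 active = inhibition above a per-plate cutoff, the mean of that plate's test compounds plus 3 SD, cut at about 27% in these data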;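 note: 0% = acetylcholine EC80 with DMSO and 100% = DMSO without agonist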
The depositor's hits bear a star; / = no result given.

SMILES | CHRM4 PAM | M4 ag | CRFR2-BP antag | IDE cell inh | M5 PAM | CHRM4 antagonist | M5 ag | CRFBP-R2 agonist | M5 antag
Cc1cc(OCC(O)CN2CCN(c3ccccn3)CC2)cc(C)c1Cl (stereo not given) | -2 | 4 | -8 | 1 | 2 | 3 | -4 | 0.1 | -5
O=C(CSc1ncn[nH]1)N1N=C2/C(=C/c3ccccc3)CCCC2C1c1ccccc1 (stereo not given) | 1 | 2 | -23 | 3 | 1 | -12 | 0 | -0.8 | -1
CC(C)(C)NC(=S)NCc1ccco1 | -1 | 1 | 14 | -6 | 1 | 0 | 0 | 8.8 | 3
COc1cccc(C2c3c(-c4cc(Cl)c(C)cc4O)n[nH]c3C(=O)N2Cc2cccnc2)c1 (stereo not given) | 2 | -1 | 4 | 0 | 7 | -10 | 1 | 2.7 | -2
O=c1[nH]c(=O)n(Cc2ccccc2)c2nc(-c3ccc(C(F)(F)F)cc3)n(CCO)c12 | -1 | -1 | -12 | 1 | 3 | 3 | -3 | -0.6 | 0
CCOC(=O)CN1C(=O)N[C@@H](c2cccc(F)c2)C(C(=O)OC)=C1C | -8 | 1 | -6 | -5 | 0 | -2 | -1 | -0.7 | 8
Nc1cc(C(F)(F)F)ccc1N1CCOCC1 | -2 | 0 | 6 | 0 | 4 | 6 | -2 | -1.0 | 10
Cc1c(C)n(C(=O)CSc2ncn[nH]2)c2ccccc12 | 1 | -1 | -6 | 8 | -2 | 4 | -1 | -1.0 | 2
Cc1cccc(N(C)S(=O)(=O)c2ccc(-c3cnc(C4CC4)o3)cc2)c1 | -6 | 11 | 16 | 2 | -4 | -2 | 1 | 5.1 | -10
CC(C)(C)c1cc(CCC(=O)Nc2ccncc2)cc(C(C)(C)C)c1O | -2 | 1 | 16 | -1 | 2 | -5 | -3 | -0.5 | -2
CCOc1ccc(N2C(=O)Nc3ccc(Br)cc3C2(O)C(=O)NCCN(C)C)cc1 (stereo not given) | 2 | 1 | 2 | -1 | 2 | 1 | -2 | 1.4 | 0
O=C(NCCc1ccccc1)c1ccc(-c2ccc(F)c(F)c2)c2ccoc12 | 7 | 1 | / | / | -2 | -7 | 0 | / | -5
CC(C)=CCN1CCN(Cc2nc(C(C)C)cs2)CC1CCO (stereo not given) | -25 | 0 | -11 | 7 | -3 | 2 | -14 | 9.2 | 2
C=CCn1c(COc2ccc(OC)cc2)nnc1SC(C)C(=O)NC1CC1 (stereo not given) | -1 | 0 | 2 | -2 | -10 | 5 | -2 | 0.5 | 9
COc1ccc(C(=O)Nc2ncc(C)s2)cc1S(=O)(=O)N1CCCC1 | 3 | 1 | 2 | -1 | -9 | 7 | 4 | 0.1 | 4
CC1CCCN(CCOc2ccc3ccccc3c2Br)C1 (stereo not given) | -7 | 9 | -10 | 6 | -6 | 5 | 0 | 2.0 | 17
Cc1cccc(OCCCC(=O)NNC(=O)CCN2CCN(c3ccccc3)CC2)c1 | 5 | 8 | -4 | 5 | -3 | -3 | 7 | -1.1 | 7
Nn1c(SCc2csc(-c3ccccc3)n2)nnc1-c1cccs1 | 7 | 3 | 25 | 10 | 1 | -9 | -1 | -1.0 | -2
Cc1cnc(C(=O)OCC(=O)NC(C)C)cn1 | 12 | 1 | 8 | -1 | -3 | -10 | -2 | 3.1 | -5
OCCN1CCN(c2cc(-c3ccc4ccccc4c3)nc3ccnn23)CC1 | 5 | 2 | / | / | -2 | 0 | -1 | / | 6
COC(=O)CSc1ccc2nnc(-c3ccc(OC)c(OC)c3)n2n1 | 2 | 2 | 5 | 6 | -9 | -19 | 3 | -1.6 | 3
COc1cccc(CN(C)C(=O)C(Cc2ccccc2)NC(=O)c2ccccc2)c1OC (stereo not given) | -9 | 19 | -8 | 0 | -27 | 3 | 4 | -1.1 | 12
COCCN(C(=S)Nc1cccc(C)c1)C(C)c1cccs1 (stereo not given) | -2 | 0 | 29 | 1 | 0 | -9 | -1 | -2.1 | 3
COc1ccccc1NC(=O)/C=C/c1ccc(OC)c(S(=O)(=O)N2CCOCC2)c1 | 9 | 4 | -2 | 4 | 0 | 1 | -4 | -1.7 | -5
N=C1c2ccccc2CN1NC(=O)COc1ccc(Cl)cc1 | 10 | 0 | -8 | -2 | 13 | -3 | -2 | 0.5 | -2

Next part:
SMILES | CHRM4 PAM | M4 ag | CRFR2-BP antag | IDE cell inh | M5 PAM | CHRM4 antagonist | M5 ag | CRFBP-R2 agonist | M5 antag
COc1ccc(C(=O)NCCCNC(=O)c2cc3ccccc3[nH]2)cc1OC | -2 | 9 | 1 | 4 | -15 | -6 | -4 | 1.3 | 6
CC(=O)Nc1nc(C)c(C(C)C)s1 | -13 | 1 | 0 | -3 | 7 | 0 | -16 | -1.1 | 4
CCN(CC)c1ccc(N2C(=O)/C(=C/c3ccccn3)SC2=S)cc1 | 24 | 1 | -8 | 0 | 8 | -4 | -4 | 1.4 | 4
COc1ccc(Cl)cc1NC(=O)COC(=O)CCNC(C)=O | -5 | 8 | -6 | 4 | -8 | -1 | -4 | 0.6 | 3
O=C(Nc1ccc(-n2ccc(C(F)(F)F)n2)cc1)c1cccs1 | -1 | 9 | -7 | -1 | -2 | -5 | -1 | 1.4 | -1
Cc1cnc(-c2nc3ccccc3n2C(C(=O)NC(C)(C)C)c2ccncc2)cn1 (stereo not given) | -4 | 1 | / | / | 2 | 7 | 0 | / | -5
CC(Cc1ccccc1)C(=O)N[C@@H](CO)Cc1ccccc1 (stereo not given in full) | -2 | 0 | -4 | -2 | 0 | -6 | 2 | -1.7 | 6
COc1ccccc1/C=C/C1(C(=O)NC2CCCC2)CC(=O)N1c1ccc(F)cc1 (stereo not given) | -1 | 0 | 15 | 0 | 3 | -4 | -9 | -1.5 | 3
CCOC(=O)CSCC(=O)N1CCC(Cc2ccccc2)CC1 | 3 | 2 | -6 | 4 | 6 | -1 | -2 | -0.3 | -2
Cc1ccccc1NC(=O)CN1C(=O)CSc2ccc(S(=O)(=O)N3CCCC3)cc21 | 1 | 0 | -3 | 0 | 0 | 12 | -4 | -1.4 | 2
CCOC(=O)c1cc(C)sc1N1C(=O)C2C3C=CC(C3)C2C1=O (stereo not given) | 8 | 1 | -8 | 2 | -6 | 2 | -2 | -0.7 | 4
COC(=O)C(C)Sc1ccc2nnc(-c3ccccc3)n2n1 (stereo not given) | -5 | 2 | 2 | 1 | 0 | 0 | 0 | -1.8 | 16
COc1cccc(CNC(=O)C2CCN(S(=O)(=O)c3cnc[nH]3)CC2)c1 | 5 | -1 | 1 | 4 | 4 | 3 | -1 | -2.4 | 2
O=C(CN1c2ccccc2S(=O)(=O)c2ccccc21)Nc1ccccc1F | 0 | 0 | 3 | -2 | 5 | -6 | -1 | 2.8 | 1
CCC(=O)N1CCC2(CC1)Oc1ccc(F)cc1C(=O)C21CC(c2ccc(Cl)cc2)=NO1 (stereo not given) | -7 | 10 | 5 | 1 | -12 | -1 | -2 | 2.1 | 6
COc1ccc(C(=O)OCC(=O)NCc2ccco2)cc1S(=O)(=O)N1CCN(c2cccc(Cl)c2)CC1 | -4 | 8 | -15 | -1 | -23 | 5 | -4 | 19 | 11
CN1CCN(CC(O)COc2ccccc2)CC1 (stereo not given) | 1 | 0 | -17 | 1 | 5 | -6 | -1 | -0.5 | -1
CCO[C@H]1OC(C(=O)N2CCOCC2)=C[C@@H](C2CC2)[C@@H]1CCCO | 6 | 2 | 3 | -2 | 3 | 3 | 2 | 6.9 | 6
COc1ccccc1-c1cc(C(F)(F)F)c(C#N)c(=O)[nH]1 | 1 | -1 | 19 | -3 | -5 | 2 | 3 | 0.5 | -6
CCOc1ccc(C(=O)NCC(=O)N2CCc3ccccc3C2)cc1OCC | -2 | 0 | 4 | 2 | -2 | -5 | -1 | -0.4 | 10
CCn1c(Cc2cccs2)nnc1SCC(=O)NC1CC1 | 0 | 0 | -1 | 2 | 2 | 4 | -4 | 0.1 | 8
CC1(c2ccccc2Cl)NC(=O)N(CC(=O)NCc2ccco2)C1=O (stereo not given) | -4 | 0 | -1 | -3 | -4 | -2 | -2 | -3.1 | -9
CC1CCN(Cc2c(C(=O)N/N=C/c3cc(Cl)ccc3O)nnn2-c2nonc2N)CC1 | 5 | 0 | 1 | -4 | 9 | -7 | -2 | 2.1 | -12
CCC(CC)N1CCN(CCc2ccccc2)C(CCO)C1 (stereo not given) | 10 | 1 | 15 | 6 | 0 | 9 | -5 | -2.8 | 5
O=C(Nc1cnccn1)Nc1cccc(Cl)c1Cl | 4 | 0 | -12 | 2 | -4 | 3 | -3 | -0.9 | 6
CN(C)S(=O)(=O)c1cc(NC(=O)CN2CCOCC2)ccc1Cl | 2 | 0 | -12 | 1 | 2 | -4 | 0 | 2.4 | 9

14 successive compounds from above, for reference:
SMILES | CHRM4 PAM | M4 ag | CRFR2-BP antag | IDE cell inh | M5 PAM | CHRM4 antagonist | M5 ag | CRFBP-R2 agonist | M5 antag
COc1cccc(CNC(=O)C2CCN(S(=O)(=O)c3cnc[nH]3)CC2)c1 | 5 | -1 | 1 | 4 | 4 | 3 | -1 | -2.4 | 2
O=C(CN1c2ccccc2S(=O)(=O)c2ccccc21)Nc1ccccc1F | 0 | 0 | 3 | -2 | 5 | -6 | -1 | 2.8 | 1
CCC(=O)N1CCC2(CC1)Oc1ccc(F)cc1C(=O)C21CC(c2ccc(Cl)cc2)=NO1 (stereo not given) | -7 | 10 | 5 | 1 | -12 | -1 | -2 | 2.1 | 6
COc1ccc(C(=O)OCC(=O)NCc2ccco2)cc1S(=O)(=O)N1CCN(c2cccc(Cl)c2)CC1 | -4 | 8 | -15 | -1 | -23 | 5 | -4 | 19 | 11
CN1CCN(CC(O)COc2ccccc2)CC1 (stereo not given) | 1 | 0 | -17 | 1 | 5 | -6 | -1 | -0.5 | -1
CCO[C@H]1OC(C(=O)N2CCOCC2)=C[C@@H](C2CC2)[C@@H]1CCCO | 6 | 2 | 3 | -2 | 3 | 3 | 2 | 6.9 | 6
COc1ccccc1-c1cc(C(F)(F)F)c(C#N)c(=O)[nH]1 | 1 | -1 | 19 | -3 | -5 | 2 | 3 | 0.5 | -6
CCOc1ccc(C(=O)NCC(=O)N2CCc3ccccc3C2)cc1OCC | -2 | 0 | 4 | 2 | -2 | -5 | -1 | -0.4 | 10
CCn1c(Cc2cccs2)nnc1SCC(=O)NC1CC1 | 0 | 0 | -1 | 2 | 2 | 4 | -4 | 0.1 | 8
CC1(c2ccccc2Cl)NC(=O)N(CC(=O)NCc2ccco2)C1=O (stereo not given) | -4 | 0 | -1 | -3 | -4 | -2 | -2 | -3.1 | -9
CC1CCN(Cc2c(C(=O)N/N=C/c3cc(Cl)ccc3O)nnn2-c2nonc2N)CC1 | 5 | 0 | 1 | -4 | 9 | -7 | -2 | 2.1 | -12
CCC(CC)N1CCN(CCc2ccccc2)C(CCO)C1 (stereo not given) | 10 | 1 | 15 | 6 | 0 | 9 | -5 | -2.8 | 5
O=C(Nc1cnccn1)Nc1cccc(Cl)c1Cl | 4 | 0 | -12 | 2 | -4 | 3 | -3 | -0.9 | 6
CN(C)S(=O)(=O)c1cc(NC(=O)CN2CCOCC2)ccc1Cl | 2 | 0 | -12 | 1 | 2 | -4 | 0 | 2.4 | 9
